High-throughput results deposited in PubChem BioAssay by National Center for Advancing Translational Sciences (NCATS).
ALOX12 inh: ALOX12 (human) lipoxygenase inhibition. 580,000 tested, 1.1% active. AID 1671190. purified 12hLO, xylenol orange hydroperoxide absorbance. Potency, µM (highest dose often 108 µM), without a hit: top-dose activity change, negative = inhibition, hits mostly inhibitors. P18054; also: potency is read from the fitted curve at half-maximal effect; % is scaled to controls: 0 for no effect and ±100 for the full control effect
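Purified human 12hLO at 150 nM in 25 mM Hepes, 0.01% Triton X-100, pH 7.0, preincubated 15 min at room temperature with compound. Reaction started with 40 uM arachidonic acid, 30 min at room temperature. Hydroperoxide measured by Fe-xylenol orange, 573/405 nm absorbance ratio.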
TRHR agonist: TRH receptor (human) agonism. P34981. TRHR cells, calcium flux fluo-8, FDSS agonist mode. activation, % at 2 µM. 360,000 tested, 0.18% active; in the data active = activation above about 30%; also: 0% is about no effect
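Fluo-8-loaded TRHR cells; 10 s baseline, compound added, kinetic Ca2+ fluorescence read 1/s, agonist mode.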
POLB inh: blocks human DNA polymerase beta activity. AID 485314. Potency, µM (series often up to 114 µM), for the others: at the top dose activity change, negative = inhibition, most hits filed as inhibitors. P06746. 340,000 tested, 1.3% active. Pol beta primer extension/strand displacement, fluorescence kinetic; also: potency is read from the fitted curve at half-maximal effect; % is scaled to controls: 0 for no effect and ±100 for the full control effect
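Pol beta (10 nM) and compounds were preincubated 15 min at room temperature, then 50 nM substrate (final) started primer extension/strand displacement. Reads were taken at 0 and 10 min; concentration-response data were fitted to a four-parameter Hill equation.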
POLI inh: inhibitors of human DNA polymerase iota; Q9UNA4; Pol iota fluorescent replication assay, 10 min; Potency, µM (highest dose often 115 µM), inactives show at the top dose activity, negative = inhibition, actives largely listed as inhibitors; 390,000 tested, 1% active; also: potency is read from the fitted curve at half-maximal effect
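Fluorescent replication assay read twice, at 0 min and 10 min after adding 50 nM (final) substrate. Enzyme (10 nM) and compounds were first incubated 15 min at room temperature; enzyme-free buffer wells were negative controls.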
BLM helicase inh: blocks DNA unwinding by human BLM helicase. Potency, µM (top dose mostly 56.1 µM), for inactives: at the top dose activity change, negative = inhibition, most hits filed as inhibitors. recombinant BLM DNA unwinding, fluorescence dequenching. P54132. 350,000 tested, 0.2% active;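 also: potency is read from the fitted curve at half-maximal effect; plate controls were vehicle for no effect and no enzyme for full effect; nearly all actives have a fitted effect of over 35% in size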
ERG-DNA inh: inhibitors of human ERG Ets domain-DNA interaction | AID 624246 | P11308 | Potency, µM (highest dose often 76.9 µM), without a hit: at the top dose FP activity, negative = inhibition, usual class: inhibitors | fluorescence polarization, His-ERG Ets domain / labelled DNA | 370,000 tested, 0.028% active; active = well fitted inhibition curve with a large enough effect in the polarisation, with a control signal flat; inconclusive = small, poorly fitted or top-dose-only effect, or effect the other way, or a change in a side signal; inactive = no such curve, though single readings can be large or run the other way; the % refers to the polarisation;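 also: polarization taken with two DNA probes labelled with fluorescein and Texas red; potency is read from the fitted curve at half-maximal effect; % of control where 0% means no effect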
Target sequence (P11308 whole entry, looked up, the tested form may be a part): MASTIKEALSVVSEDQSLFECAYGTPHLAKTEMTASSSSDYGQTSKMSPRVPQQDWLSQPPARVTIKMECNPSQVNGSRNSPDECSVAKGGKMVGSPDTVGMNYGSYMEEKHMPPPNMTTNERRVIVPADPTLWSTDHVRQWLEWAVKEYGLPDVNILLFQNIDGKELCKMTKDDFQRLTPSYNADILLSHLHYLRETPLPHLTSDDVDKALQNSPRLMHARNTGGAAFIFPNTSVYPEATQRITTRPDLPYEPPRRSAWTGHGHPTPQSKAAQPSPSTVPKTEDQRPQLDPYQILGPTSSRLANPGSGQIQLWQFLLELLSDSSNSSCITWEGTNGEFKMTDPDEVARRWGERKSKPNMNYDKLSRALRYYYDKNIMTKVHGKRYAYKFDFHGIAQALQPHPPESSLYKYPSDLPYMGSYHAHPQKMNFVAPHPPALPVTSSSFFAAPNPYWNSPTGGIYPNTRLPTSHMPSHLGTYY
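His-tagged ERG Ets domain (1 uM in the protein solution; 300mM KCl, 50mM Tris-HCl, 1mM EDTA, 1mM DTT, pH 7.5) received compound, then a probe mix of 5 nM fluorescein-DNA and 100nM Texas-615-DNA. Fluorescence polarization was read for both dyes.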
APEX1 inh: APE1 (human) endonuclease inhibition; 350,000 tested, 0.35% active; Potency, µM (series often up to 65.8 µM), for inactives: at the highest dose activity change, negative = inhibition, most hits filed as inhibitors; recombinant APE1, TAMRA/BHQ-2 abasic DNA cleavage fluorescence; P27695; AID 2517;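 also: potency is read from the fitted curve at half-maximal effect; plate controls were vehicle for no effect and reference inhibitor for full effect; nearly all actives have a fitted effect of over 55% in size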
Target sequence (P27695 whole entry, looked up): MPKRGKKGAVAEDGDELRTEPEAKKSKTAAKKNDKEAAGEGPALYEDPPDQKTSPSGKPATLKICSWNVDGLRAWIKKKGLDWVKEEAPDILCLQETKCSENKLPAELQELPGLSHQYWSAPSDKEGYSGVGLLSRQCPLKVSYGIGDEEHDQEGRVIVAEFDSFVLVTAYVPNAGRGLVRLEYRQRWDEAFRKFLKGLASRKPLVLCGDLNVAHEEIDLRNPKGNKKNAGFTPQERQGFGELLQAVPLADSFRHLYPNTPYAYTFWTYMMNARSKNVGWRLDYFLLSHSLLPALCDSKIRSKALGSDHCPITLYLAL
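Enzyme (0.75 nM final) and test compound are incubated 15 min at room temperature before adding 50 nM quenched THF abasic-site duplex. Cleavage dequenches TAMRA, followed at 525/598 nm over three reads one minute apart.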
POLK inh: blocks human DNA polymerase kappa activity. purified Pol kappa, fluorescent DNA synthesis assay, 10 min. Q9UBT6. 400,000 tested, 0.53% active. Potency, µM (titrated, usually from 107 µM), for inactives: at the highest dose activity, negative = inhibition, actives largely listed as inhibitors; also: potency is read from the fitted curve at half-maximal effect; % is scaled to controls: 0 for no effect and ±100 for the full control effect
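Inhibition of 10 nM Pol kappa is measured by a fluorescent read-out at 0 and 10 min following addition of 50 nM substrate (final), with a 15-min room-temperature compound preincubation.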
Apoferritin bind: candidate novel general anesthetic via apoferritin binding; apoferritin/1-aminoanthracene competitive binding, fluorescence; 350,000 tested, 0.074% active; P02791; AID 485281; Potency, µM (titrated, usually from 77.5 µM), inactives show at the top dose activity change, negative = displacement, most hits filed as inhibitors; also: potency is read from the fitted curve at half-maximal effect; % is scaled to controls: 0 for no effect and ±100 for the full control effect; nearly all actives have a fitted effect of over 20% in size
Target sequence (P02791 2-175 limits assumed): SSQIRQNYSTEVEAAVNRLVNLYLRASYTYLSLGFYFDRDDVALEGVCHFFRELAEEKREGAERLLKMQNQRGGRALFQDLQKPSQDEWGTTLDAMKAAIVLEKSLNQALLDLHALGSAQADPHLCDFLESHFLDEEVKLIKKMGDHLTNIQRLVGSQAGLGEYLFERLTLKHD
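In PBS, apoferritin at 10 uM is loaded with 1-AMA from a 50% saturated solution. After 10 min of compound exposure at ambient temperature, reduced 535 nm fluorescence indicates probe displacement.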
Starred values were filed as active, the others as inactive; u = inconclusive; x = not tested or not shown; & = joins results of further samples; [ ] = dose if it differs, or a comment. Unless noted, calls follow the shape of the dose curve; as a rule, active = well fitted curve in the direction sought with a large enough effect; inconclusive = small, poorly fitted or top-dose-only effect, or another doubt; inactive = no such curve, though single readings can be large; an effect the other way counts as inactive or inconclusive. An excerpt (hit frequency here may not be typical).

The first 3 records, to show the layout:
SMILES	ALOX12 inh	TRHR agonist	POLB inh	POLI inh	BLM helicase inh	ERG-DNA inh	APEX1 inh	POLK inh	Apoferritin bind
O=C(O)c1ccccc1/C=N/Nc1ccc(S(=O)(=O)Nc2ccc(Cl)cc2)cc1[N+](=O)[O-]	u	x	x	3%	x	-13%	x	-7%	x
Nc1c(C(O)(C(F)(F)F)C(F)(F)F)ccc2ccccc12	-12%	7.2	u	-7%	-16%	5%	17%	-6%	678%[activator]
COc1ccc2c(c1)OC[C@H]1[C@H]2N2C(=O)CN(CCc3c[nH]c4ccccc34)C(=O)[C@@]2(C)[C@H]1c1ccccc1	0%	0.1	x	34%	x	-1%	34%	8%	x

This part in full, from the first entry:
SMILES	ALOX12 inh	TRHR agonist	POLB inh	POLI inh	BLM helicase inh	ERG-DNA inh	APEX1 inh	POLK inh	Apoferritin bind
O=C(O)c1ccccc1/C=N/Nc1ccc(S(=O)(=O)Nc2ccc(Cl)cc2)cc1[N+](=O)[O-]	u	x	x	3%	x	-13%	x	-7%	x
Nc1c(C(O)(C(F)(F)F)C(F)(F)F)ccc2ccccc12	-12%	7.2	u	-7%	-16%	5%	17%	-6%	678%[activator]
COc1ccc2c(c1)OC[C@H]1[C@H]2N2C(=O)CN(CCc3c[nH]c4ccccc34)C(=O)[C@@]2(C)[C@H]1c1ccccc1	0%	0.1	x	34%	x	-1%	34%	8%	x
Cc1ccc(C(=O)Cn2c3[n+](c4ccccc42)CC(O)CS3)cc1 (configuration not stated)	66%[activator]	-0.4	3%	167%[activator]	-2%	11%	2%	4%	-10%
CS(=O)(=O)NCCNc1ncc(C(F)(F)F)cc1Cl	u	-0.2	u	67%[activator]	-6%	5%	-1%	3%	-11%
Cc1[nH]nc2c1C(c1ccc(F)cc1)C(C#N)=C(N)O2 (configuration not stated)	28%	-0.5	-29%	8%	-1%	-13%	-6%	-3%	-6%
COc1ccc(S(=O)(=O)N(C)c2ccc(C(=O)NCC3CCCO3)cc2)cc1 (configuration not stated)	-5%	-0.2	-4%	-15%	-1%	x	-1%	-6%	-7%
CCC(C)NC(=O)c1ccc(CSCc2ccccc2Cl)o1 (configuration not stated)	0%&16%	-0.7	-12%	40%[activator]	-4%	-2%	14%	-21%	6%
CCOC(=O)c1c(NC(=O)CN2C(=O)NC3(CCC(C)CC3)C2=O)sc(C)c1CC (configuration not stated)	7%	0.3	x	17%	x	0%	-1%	-6%	x
CCC(C)C(=O)Nc1nc2ccc(S(C)(=O)=O)cc2s1 (configuration not stated)	-9%	0.6	1%	66%[activator]	3%	7%	0%	-1%	-6%
CCOC(=O)C1(Cc2ccccc2C(F)(F)F)CCN(C(=O)c2cc(C(C)=O)n[nH]2)CC1	-3%	-0.2	0%	49%[activator]	-4%	2%	-4%	-9%	u
COCCOC(=O)c1c(C)oc2ccc(OCC=C(C)C)cc12	3%	0.1	0%	2%	-2%	x	-4%	-16%	-8%
O=C(Cn1nc2n(c1=O)-c1ccccc1SC2)N/N=C/c1cccs1	0%	0.5	-11%	35%[activator]	-1%	-5%	1%	-7%	-3%
CCC(CC)c1nnc(NC(=O)Cc2cccs2)s1	u	-0.7	u	-15%	-7%	6%	-4%	-18%	-9%
CSc1cccc(NS(=O)(=O)c2cn(C)c(C)n2)c1	-7%	-0.2	2%	7%	-3%	3%	x	-9%[60.1 µM]	5%
CC1=C(c2ccc(C)c(C)c2)S(=O)(=O)N=C1N1CCC(C(=O)NCCc2ccc(Cl)cc2)CC1	-30%	-0.5	u	u	-6%	6%	x	-1%	u
C=C(C)CSc1nnc(-c2ccc(OC)c(OC)c2)n1N	1%	0.3	u	-11%	5%	-3%	-2%	-30%	-19%
O=C(O)CNC(=O)c1ccccc1F	-13%	-0.6	4%	-2%	-2%	0%	-2%	-11%	-4%
Cc1ccc(C)c(N(C(=O)c2nsc(Cl)c2Cl)C(C(=O)NC2CCCC2)c2ccc(O)cc2)c1 (configuration not stated)	-21%	0.2	-2%	x	-9%	-1%	-6%	-12%	1%
CC(C)C(NC(=O)c1ccccc1)C(=O)N1CCN(C/C=C/c2ccccc2)CC1 (configuration not stated)	179%[activator]	0.0	x	9%	x	-6%	6%	-1%	x
CCOCCC(=O)Nc1nnc(CCc2ccccc2)s1	5%	0.8	30%	-16%	-4%	14%	13%	-2%	-16%
COC(=O)CN(c1ccccc1)S(=O)(=O)c1ccc(F)cc1	10%	-0.2	28%	u	2%	-12%	0%	3%	-4%
COc1ccc2c(c1)c(=O)c(S(=O)(=O)c1ccc(Cl)cc1)cn2Cc1cc(C)ccc1C	-29%	1.2	2%	23%	-8%	7%	x	-6%	-19%
C(=C\c1cccc2ccccc12)/c1nnc(-c2cccs2)o1	6%	1.0	0%	-20%	-10%	x	-2%	-11%	-7%
O=c1c2nnn(Cc3ccccc3)c2ncn1-c1ccccc1	-8%	0.2	-1%	7%	-11%	4%	21%	-21%	8%

Next part:
SMILES	ALOX12 inh	TRHR agonist	POLB inh	POLI inh	BLM helicase inh	ERG-DNA inh	APEX1 inh	POLK inh	Apoferritin bind
O=C(OCC(=O)N1CCCC1=O)c1cc(S(=O)(=O)N2CCOCC2)ccc1Cl	5%	-0.4	x	29%	x	3%	25%	-5%	x
CSc1ccccc1NC(=O)CN(C)C(C)C(=O)NCc1ccc2c(c1)OCO2 (configuration not stated)	-37%	x	x	-17%	x	6%	13%	-3%	x
Cc1nn2c(COc3ccc(NC(=O)C(C)C)cc3)nnc2c2ccccc12	-1%	-0.2	46%	147%[activator]	1%	12%	9%	2%	u
CCOc1cccc(OCCCCN2CCCCC2)c1	-16%	0.4	11%	46%[activator]	0%	2%	3%	-9%	-10%
Cc1ccc(NC(=O)c2cccc(S(=O)(=O)N3CCCCC3)c2)cc1	u	0.2	27%	98%[activator]	-7%	1%	18%	-1%	-12%
Cc1c(Cl)cccc1NC(=O)COCc1cc(-c2ccc3c(c2)OCO3)on1	2%	0.7	-2%	8%	-1%	0%	x	-5%	-11%
O=C(Cn1cnc2c(nc3n2CCCCC3)c1=O)Nc1ccc(F)c(Cl)c1	-12%	-0.7	1%	4%	1%	0%	x	-10%	-1%
Cc1cc(C)n(-c2ccc(C(=O)N3CCc4ccccc43)cc2)n1	0%	-0.3	0%	1%	2%	-8%	-1%	-21%	3%
CSc1ccccc1NC(=O)CN(C)CC(=O)Nc1ccc(Cl)cc1F	-10%	-0.1	0%	3%	-8%	-2%	2%	-1%	-8%
CC(=O)N1CCN(S(=O)(=O)c2cccc(C(=O)NNC(=O)Cn3ccc(C(F)(F)F)n3)c2)CC1	-4%	0.4	x	13%	x	1%	-6%	-4%	x
COc1ccc(-c2nnc(SCC(=O)NCc3ccco3)o2)cc1	-20%	-0.4	-18%	-2%	-4%	x	0%	-4%	-5%
CCCCN1C(=O)/C(=C2\SC(N3CCCCC3)=NC2=O)c2ccccc21	-39%	1.1	3%	19%	-4%	3%	-5%	-10%	-20%
Cc1ccc(S(=O)(=O)N(C)C)cc1NC(=O)COC(=O)Cc1ccccc1F	-10%	-0.6	x	13%	x	14%	21%	-4%	x
NC(=O)CCn1cnc2ccccc21	-7%	0.2	57%	-14%	-1%	0%	3%	6%	1%
Cc1cc(NC(=O)COC(=O)c2c(C)c(C)c(C)c(C)c2C)no1	55%	x	x	48%[activator]	x	8%	23%	-8%	x
Cc1cccc(NC(=O)c2ccc(C(=O)Nc3cccc(C)c3)nc2)c1	-15%	-1.3	6%	10%	-3%	-2%	4%	-6%	2%
CCOC(=O)N1CCN(S(=O)(=O)c2ccc(C)cc2)C1c1ccccc1 (configuration not stated)	1%	-0.6	2%	13%	-4%	-2%	2%	0%	-14%
COC(=O)c1ccccc1NC(=O)COC(=O)c1ccccc1N=Nc1ccc(N(C)C)cc1	-17%	-1.5	-8%	0%	-10%	0%	0%	-7%	1%
CCOC(=O)C1(CCOc2ccccc2)CCN(C(=O)CCSC)CC1	-11%	x	x	0%	x	-13%	x	0%	x
Cc1ccc(Sc2c(C)nn(C(=O)c3ccc(Cl)cc3)c2C)cc1	-25%	0.6	-1%	-12%	-5%	0%	x	11%	u
CCOC(=O)NC(Nc1ncccn1)(C(F)(F)F)C(F)(F)F	0%	0.2	37%	1%	-4%	-7%	-4%	-14%	-10%
CC(SCc1ccccc1)C(=O)NN=C1CCN(C)CC1 (configuration not stated)	5%[57.4 µM]	-0.4	0%	-15%	0%	x	2%	-3%	u
Cc1cccc(NC(=O)C2CCCN(S(=O)(=O)c3ccc4[nH]c(=O)ccc4c3)C2)n1 (configuration not stated)	-2%	0.3	-26%	u	2%	-2%	31%	-19%	-14%
O=C(NC12CC3CC(CC(C3)C1)C2)c1ccc(-c2cccc(Cl)c2)o1	u	-0.2	-1%	17%	-4%	x	-5%	-7%	-8%
COc1ccc2cc(C3(C)NC(=O)N(CC(=O)NCc4ccco4)C3=O)ccc2c1 (configuration not stated)	-11%	0.2	1%	34%[activator]	-3%	-1%	6%	3%	-22%
COCCNC(=O)c1c(CSc2ccccc2)noc1C(=O)NCc1ccccc1	-6%	-0.5	-2%	-10%	-6%	6%	1%	3%	-8%
CCCC12CN3CCN(CC(C3)/C1=N\NC(=O)c1ccc(F)cc1)C2	22%	0.7	-22%	101%[activator]	-5%	2%	0%	0%	-16%
CCN(CC(=O)NC1CCS(=O)(=O)C1)c1nc(-c2ccccc2)nc2ccccc12 (configuration not stated)	-28%	0.3	16%	7%	-2%	-3%	-3%	-1%	-6%
C/C(=N\n1c(C)nc2ccccc2c1=O)c1ccc(C)o1	91%[activator]	-0.2	-14%	0%[58.9 µM]	1%	1%	11%	-6%	1%
COC(=O)c1cccc(NC(=S)Nc2cccc(Cl)c2Cl)c1	-22%	0.3	9%	133%[activator]	0%	-8%	0%	-9%	8%
